Compound activity: PubChem, National Center for Advancing Translational Sciences (NCATS)
TSG101-PTAP inh: qHTS Assay for Iinhibitors of HIV-1 Budding by Blocking the Interaction of PTAP/TSG101; Tumor susceptibility gene 101 protein (Homo sapiens), Q99816; Fluorescence polarization, FITC-PTAP peptide / Tsg101 binding; Potency, µM (highest dose often 115 µM), for the others: at the highest dose activity change, negative = inhibition, usual class: inhibitors; 340,000 tested, under 10 active; active means well fitted inhibition curve with a large enough effect in the main read-out, with a control signal flat, not every such curve was filed as active; inconclusive means small, poorly fitted or top-dose-only effect, or effect the other way, or a change in a side signal; inactive means no such curve, though single readings can be large or run the other way; further: potency means the concentration at half of the fitted maximal effect; % of control where 0% means no effect
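Fluorescence anisotropy tracks displacement of a FITC-tagged PTAP peptide (50 nM) from the Tsg101 binding domain (10 uM), following a 20 min room-temperature incubation at pH 7.5.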
Tb PFK inh: qHTS Assay to Find Inhibitors of T. brucei phosphofructokinase; T. brucei PFK, ADP-Glo luminescence; Potency, µM (top dose mostly 57.5 µM), without a hit: at the highest dose activity, negative = inhibition, hits mostly inhibitors; 0.17% of 330,000 active;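 further: potency means the concentration at half of the fitted maximal effect; 0% = uninhibited 1x PFK enzyme wells and -100% = no-enzyme wells; nearly all actives have a fitted effect of over 60% in size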
Target sequence (O15648 whole entry, looked up): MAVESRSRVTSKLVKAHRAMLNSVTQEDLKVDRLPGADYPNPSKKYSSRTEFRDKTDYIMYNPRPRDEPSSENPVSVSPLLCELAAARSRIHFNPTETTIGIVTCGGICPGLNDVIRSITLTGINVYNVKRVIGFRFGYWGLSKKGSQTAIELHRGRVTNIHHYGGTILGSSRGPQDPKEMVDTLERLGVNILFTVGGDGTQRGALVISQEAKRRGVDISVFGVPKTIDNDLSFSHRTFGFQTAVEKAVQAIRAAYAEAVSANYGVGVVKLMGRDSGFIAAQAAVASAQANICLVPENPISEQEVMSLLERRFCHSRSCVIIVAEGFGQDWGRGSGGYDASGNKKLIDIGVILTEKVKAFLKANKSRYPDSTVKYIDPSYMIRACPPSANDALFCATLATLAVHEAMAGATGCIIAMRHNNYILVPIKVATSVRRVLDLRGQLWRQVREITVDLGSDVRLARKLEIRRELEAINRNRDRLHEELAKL
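Compounds were pin-transferred as a titration series up to 57 uM into substrate buffer (0.5 mM F6P, 0.1 mM ATP, pH 8.0), then 1.25 nM PFK was added and reactions ran 45 min before ADP-Glo detection.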
Integrin act MD: qHTS for Activators of Integrin-Mediated Alleviation for Muscular Dystrophy | 0.064% of 350,000 active | alpha7betagal myoblasts, beta-gal FDG fluorescence, 48 h | Potency, µM (doses to about 38.3 µM), for inactives: at the highest dose activation, hits mostly activators;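 further: potency means the concentration at half of the fitted maximal effect; 100% = response of the positive control SU9516; nearly all actives have a fitted effect of over 60% in size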
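alpha7betagal+/- myoblasts (passage 13, 250/well) treated 48 h at 37C with compounds at 1:260 dilution of DMSO stock. Lysed, then beta-galactosidase activity read as FDG fluorescence (ex 480/em 540) after 30 min, with pre-read for autofluorescence.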
S-ASM inh: Inhibitors of Secretory Acid Sphingomyelinase (S-ASM): qHTS. Sphingomyelin phosphodiesterase (Homo sapiens), P17405. placental ASM, HMU-PC fluorogenic substrate, 60 min. Potency, µM (top dose mostly 57.5 µM), without a hit: top-dose activity change, negative = inhibition, hits mostly inhibitors. 0.006% of 340,000 active. AID 504937, 2011; further: potency means the concentration at half of the fitted maximal effect
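qHTS format. ASM enzyme prepared from human placenta hydrolyses the fluorogenic substrate HMU-PC0 (9 uM final) over 60 min at 37 °C after a 10 min compound preincubation.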
GALK inhibitor: qHTS Assay for Inhibitors of Human Galactokinase (GALK); Purified GALK, Kinase-Glo residual ATP luminescence; Potency, µM (titrated, usually from 57.5 µM), without a hit: at the highest dose activity change, negative = inhibition, most hits filed as inhibitors; 0.007% of 270,000 active; further: potency means the concentration at half of the fitted maximal effect; on the % scale 0 is the no-effect control and ±100 the full control effect
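GALK at 5 nM final was combined with compound, 35 uM ATP and 100 uM galactose in HEPES pH8.0 with MgCl2 and DTT. The reaction ran one hour at room temperature before luminescent ATP detection.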
Menin-MLL TR inh: qHTS Assay for Inhibitors Targeting the Menin-MLL Interaction in MLL Related Leukemias: Competition With Texas Red Labeled MLL-derived Mutant Peptide; O00255; Menin + Texas Red MLL mutant peptide, fluorescence polarization; Potency, µM (highest dose often 61.6 µM), for inactives: top-dose FP activity change, negative = inhibition, hits mostly inhibitors; 0.23% of 270,000 active; active means well fitted inhibition curve with a large enough effect in the polarisation, with a control signal flat, not every such curve was filed as active; inconclusive means small, poorly fitted or top-dose-only effect, or effect the other way, or a change in a side signal; inactive means no such curve, though single readings can be large or run the other way; the % refers to the polarisation; further: potency means the concentration at half of the fitted maximal effect; % of control where 0% means no effect; many of its hits are not listed in these tables
PKM2 activator: qHTS Assay for Activators of Human Muscle isoform 2 Pyruvate Kinase; Potency, µM (top dose mostly 57.5 µM), for inactives: at the top dose activation, hits mostly activators; purified PKM2, Kinase-Glo ATP luminescence, activation; response scale: 0% is enzyme alone, no compound; 0.34% of 260,000 active; AID 1631, 2009; further: potency means the concentration at half of the fitted maximal effect; on the % scale 0 is the no-effect control and ±100 the full control effect; nearly all actives have a fitted effect of over 55% in size
Target sequence (P14618 whole entry, looked up, canonical isoform): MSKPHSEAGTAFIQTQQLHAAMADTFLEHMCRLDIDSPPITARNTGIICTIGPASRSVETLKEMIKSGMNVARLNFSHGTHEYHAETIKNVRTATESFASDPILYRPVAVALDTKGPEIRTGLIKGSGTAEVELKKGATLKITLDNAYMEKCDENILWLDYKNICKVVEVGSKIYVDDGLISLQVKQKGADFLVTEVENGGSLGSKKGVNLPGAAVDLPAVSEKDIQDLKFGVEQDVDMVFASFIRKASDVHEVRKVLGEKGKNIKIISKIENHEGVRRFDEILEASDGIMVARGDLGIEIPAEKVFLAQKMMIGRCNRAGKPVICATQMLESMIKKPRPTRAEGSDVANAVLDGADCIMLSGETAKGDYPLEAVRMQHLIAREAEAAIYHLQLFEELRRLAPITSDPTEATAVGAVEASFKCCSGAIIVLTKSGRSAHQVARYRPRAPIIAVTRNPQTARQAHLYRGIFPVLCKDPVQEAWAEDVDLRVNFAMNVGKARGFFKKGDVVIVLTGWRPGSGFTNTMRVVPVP
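Kinase-Glo luminescence reports ATP generated from ADP (0.1 mM) and PEP (0.5 mM) by purified hPK-M2 after 1 h at room temperature, pH 7.2 imidazole buffer; intermediate enzyme activity allows detecting inhibitors and activators.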
BCR signal inh: qHTS Assay to Find Inhibitors of Chronic Active B-Cell Receptor Signaling; ABC-DLBCL IkBa-CBG/CBR reporter, luminescence ratio, 4 h; Potency, µM (titrated, usually from 46.1 µM), for inactives: top-dose ratio change, negative = lower green/red ratio, actives largely listed as inhibitors; 0.05% of 340,000 active; active means well fitted inhibition curve with a large enough effect in the signal ratio, with a control signal flat, not every such curve was filed as active; inconclusive means small, poorly fitted or top-dose-only effect, or effect the other way, or a change in a side signal; the % refers to the signal ratio;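 further: potency means the concentration at half of the fitted maximal effect; plate controls were basal doxycycline-induced cells for no effect and cells given 10 µM MG132 for full effect; MG132 reads +100%, hits lower the ratio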
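Concentration-response series (up to 46 uM) were applied to TMD8 dual-reporter cells for 4 h at 37C with doxycycline. Green/red ratio, after filter-overlap correction, defined %Activity; red signal alone was normalised to basal cells and zero luminescence.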
Coupling enz: qHTS Assay for Inhibitors of Fructose-1,6-bisphosphate Aldolase from Giardia Lamblia: Coupling assay counterscreen; coupling enzyme system counterscreen, AmpLite Red fluorescence; activity change, negative = inhibition, % at 58.2 µM, hits read low; 0.67% of 290,000 active; AID 2472, 2010; in the data active means activity change below about -30%; further: on the % scale 0 is the no-effect control and ±100 the full control effect
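Coupling enzymes only (glyceraldehyde-3-phosphate) + compound, at 57.5 uM final, 10 min RT; add substrate/coupling/AmpLite Red mix, 20 min RT; fluorescence ex 525/em 598 nm. Actives flag coupling-system interference.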
B2AR arrestin: qHTS assay of beta-arrestin-biased ligands of beta2-adrenergic receptor | beta-arrestin recruitment to beta2AR, cell-based reporter | Potency, µM (highest dose often 46.1 µM), for inactives: at the highest dose activation, actives largely listed as activators | Beta-2 adrenergic receptor (Homo sapiens), P07550 | 0.02% of 330,000 active;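 further: potency means the concentration at half of the fitted maximal effect; 0% = DMSO controls and full agonism = EC100 isoproterenol or metaproterenol; nearly all actives have a fitted effect of over 65% in size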
Giardia killer: Small Molecules that selectively kill Giardia lamblia: qHTS. activity change, % at 7.66 µM, hits read low. Giardia lamblia trophozoite viability. 0.15% of 340,000 active; in the data active means activity change below about -80%; inconclusive means between about -30% and that limit;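 further: parasites exposed to compound for two days anaerobically before the ATP read; on the % scale 0 is the no-effect control and ±100 the full control effect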
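Each well holds 100 Giardia trophozoites and compound. After two days (48 hrs) at 37 deg C in anaerobic conditions, ATP is quantified by luminescence.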
Active calls of the source: *; i = inactive; ? = inconclusive; . = not tested or not shown; [ ] = dose if it differs, or a comment. Unless noted, the call rests on the fitted dose curve; in most records, active means well fitted curve in the direction sought with a large enough effect; inconclusive means small, poorly fitted or top-dose-only effect, or another doubt; inactive means no such curve, though single readings can be large; an effect the other way counts as inactive or inconclusive. Some of the compounds tested; count on the stated rates, not on these rows.

SMILES	TSG101-PTAP inh	Tb PFK inh	Integrin act MD	S-ASM inh	GALK inhibitor	Menin-MLL TR inh	PKM2 activator	BCR signal inh	Coupling enz	B2AR arrestin	Giardia killer
COc1ccc(NC(=O)Cn2c(=O)sc3ccccc32)cc1	-3.2%	-2.9%	7.0%	-1.9%	0.2%	-24.5%	-1.8%	?	-0.2	0.1%	-7.2
COc1ccc(C(=O)NCCSc2ccccc2)cc1OC	2.0%	-4.7%	12.9%	-6.1%	4.1%	0.0%	1.4%	3.9%	0.2	0.0%	-11.6
O=C(Cn1cnc2c(OCc3ccccc3)ncnc21)NCc1ccc2[nH]ccc2c1	-5.6%	-8.9%	24.0%	-6.6%	.	.	.	-13.8%	.	0.0%	-23.5
Cc1cc(/C=C2/NC(=O)NC2=O)c(C)n1-c1ccncc1	-2.5%	-17.6%	37.5%	13.9%	-0.8%	-8.5%	3.9%	-11.9%	0.3	0.2%	0.7
O=C1OCCN1C(=O)[C@H]1[C@H](c2ccc(Cl)cc2)C(c2ccc(F)cc2)=NN1c1ccc(Br)cc1	-1.4%	-1.1%	10.8%	.	.	-17.1%	.	?	-4.7	-0.2%	-19.9
O=C(Nc1ccccc1)N1CCN(Cc2ccc3c(c2)OCO3)CC1	-1.8%	0.4%	0.0%	3.2%	1.7%	6.8%	-8.6%	-5.3%	5.3	-1.5%	6.4
CC(Oc1ncnc2ccccc12)C(=O)Nc1cccc(S(=O)(=O)N2CCOCC2)c1 (stereo not drawn)	-3.6%	0.2%	-34.0%	1.4%	2.2%	6.2%	-12.1%	-1.8%	4.4	-3.4%	-8.5
CCc1nc2nc(C)c(NS(=O)(=O)c3ccc(C)c(C)c3)c(=O)n2[nH]1	-6.7%	-0.1%	-10.7%	0.3%[11.5 µM]	6.2%	-0.4%	9.8%	-0.9%	3.9	-1.6%	10.7
COc1ccc(OC)c(-n2c(=S)[nH]c3c(sc(=S)n3-c3ccccc3)c2=O)c1	1.0%	2.9%	-14.9%	-1.7%	-5.0%	?	1.9%	-2.4%	4.5	-0.2%	-21.9
COc1cc2c(cc1OC)C(COc1ccc(F)cc1)N(C(=O)c1ccco1)CC2 (stereo not drawn)	-4.1%	-3.7%	-2.9%	-8.6%	-3.1%	?	3.5%	-9.0%	-2.3	-0.3%	15.8
O=C(COC(=O)c1ccc(N2CCCC2=O)cc1)c1ccccc1	-2.8%	0.8%	29.6%	0.4%	-0.6%	2.8%	-3.9%	-1.4%	0.6	0.3%	18.8
O=C(Nc1ccccc1C(=O)NCC1CCCO1)c1ccc(Cl)cc1Cl (stereo not drawn)	-3.9%	-1.5%	18.2%	-3.4%	0.2%	-3.9%	2.1%	1.3%	-0.3	0.4%	16.7
Cc1cccc(Cn2nnc3ccccc32)c1O	-2.1%	-5.9%	-11.2%	3.0%	.	.	.	-10.8%	.	0.0%	0.4
COc1ccc(CCNC(=O)CSc2nc(O)c(C(C)C)c(=O)[nH]2)cc1OC	-4.8%	-1.8%	-11.5%	0.0%	2.5%	-2.2%	1.1%	-7.7%	4.7	0.0%	9.4
O=S(=O)(Oc1ccc(C(=S)N2CCOCC2)cc1)c1ccc(Cl)cc1	-1.2%	2.0%	-19.0%	4.1%	-1.9%	0.1%	1.1%[11.5 µM]	-10.0%	1.0	-1.0%	0.6

Part of the list above, showing only Giardia killer:
canonical_smiles	Giardia killer
COc1ccc(C(=O)NCCSc2ccccc2)cc1OC	-11.6
CCc1nc2nc(C)c(NS(=O)(=O)c3ccc(C)c(C)c3)c(=O)n2[nH]1	10.7

New compounds follow.
SMILES	TSG101-PTAP inh	Tb PFK inh	Integrin act MD	S-ASM inh	GALK inhibitor	Menin-MLL TR inh	PKM2 activator	BCR signal inh	Coupling enz	B2AR arrestin	Giardia killer
COc1ccc(-c2cc(C)no2)cc1S(=O)(=O)NCCCN1CCCCCC1	-4.5%	-0.4%	-8.4%	-1.7%	7.3%	-23.9%	.	-0.8%	0.7	0.1%	-8.5
CCN(C(=O)COC(=O)c1ccc(OC)c(S(=O)(=O)N2CCCc3ccccc32)c1)C1CCS(=O)(=O)C1 (stereo not drawn)	-0.4%	-2.8%	-12.6%	476.1%	-2.0%	-4.7%	0.4%	-0.5%	-2.2	-0.2%	-24.6
Fc1cccc(-n2c(-c3ccco3)nc3nc4ccccc4nc32)c1	-6.0%	0.2%	2.0%	355.9%[activator]	-0.8%	1.7%	8.9%	3.7%	1.9	-0.3%	-10.6
COc1ccc(/C(O)=C2\C(=O)C(=O)N(CCN(C)C)C2c2cc(OC)c(OC)c(OC)c2)c(C)c1 (stereo not drawn)	0.6%	7.3%	19.0%	1.9%	0.5%	-4.6%	1.2%	-13.8%	1.9	0.1%	-1.1
Cc1ccoc1C(=O)N1CCCCC1C(=O)O (stereo not drawn)	0.7%	-1.9%	-25.4%	-3.7%	-2.3%	-4.9%	0.6%	-6.1%	-1.1	-0.2%	-6.1
CCC(=O)Nc1ccc(S(=O)(=O)Nc2cccc(C)c2)cc1OC	0.0%	?	2.9%	5.2%	0.3%	-19.2%	7.1%	1.7%	-9.2	-0.2%	1.4
CCn1c2ccccc2c2cc(NC(=O)CSc3nnc(-c4ccc(OC)c(OC)c4)n3N)ccc21	-7.9%	0.8%	8.1%	5.2%	-3.4%	?	17.8%	1.4%	-2.0	-0.1%	-8.5
CC1(C)C(=O)OC(c2cccs2)C(C)(C)C1=O (stereo not drawn)	-2.2%	-3.8%	22.4%	1.8%	0.2%	-0.1%	-13.7%	-0.8%	-0.2	0.0%	-27.4
C#CCOCCOCCOCCNc1nc(N2CCN(C(=O)[C@H]([C@@H](C)O)n3cc(CCCCN)nn3)CC2)nc(N2CCN(C(=O)[C@H]([C@@H](C)CC)n3cc(CCCN=C(N)N)nn3)CC2)n1	-0.2%	5.2%	28.6%	5.3%	.	-17.9%	-2.7%	0.3%	2.9	-1.7%	?
CCn1c(=N)c(C(=O)NC)cc2c(=O)n3cccc(C)c3nc21	-3.3%	-3.7%	-38.2%	i	-7.6%	15.7%	-13.9%	22.7%	-11.1	0.3%	-6.5
CC1(C)CC(=O)C2=C(C1)Nc1ccccc1N=C2	.	-3.3%	.	.	-1.2%	?	3.2%	6.5%	-27.5	-0.4%	.
C=CCSc1nc2sc3c(c2c(=O)[nH]1)CC(C)(CC)OC3 (stereo not drawn)	-0.2%	7.9%	26.7%	12.0%	1.3%	19.7%	.	?	-1.7	0.4%	-10.5
CCC(C(=O)Nc1ccsc1C(=O)OC)c1ccccc1 (stereo not drawn)	-3.0%	-3.3%	15.0%	0.5%	0.8%	-28.3%	-2.7%	?	2.2	-0.1%	20.8
COc1ccccc1N1CCN(CC(=O)c2c(C)[nH]c3ccccc23)CC1	-4.0%	3.2%	-35.6%	-0.9%	-3.2%	-2.1%	-2.9%	1.2%	-0.2	-0.1%	4.0
CC1CCCCN1C(=O)Cn1c(=O)oc2cc(S(=O)(=O)N3CCCCC3)ccc21 (stereo not drawn)	-0.3%	1.8%	-17.3%	2.6%	7.3%	-8.2%	.	-3.8%	-0.4	0.6%	-14.9
CC1CCN(S(=O)(=O)c2ccc3c(c2)N(C)C(=O)CC(=O)N3C)CC1	-3.2%	-3.9%	-27.1%	14.2%	.	-0.4%	5.2%	8.5%	1.0	0.2%	10.3
Cc1cc(OC(C)C(=O)N2CCN(c3ccc(F)cc3)CC2)c2c(C)cc(=O)oc2c1 (stereo not drawn)	-4.9%	-4.8%	12.0%	-3.3%	5.5%	-0.1%	.	5.6%	2.1	-0.3%	?
O=S(=O)(NCCN1CCOCC1)c1ccc(Cl)c(Cl)c1	-8.9%	0.4%	5.2%	-1.8%	.	-5.1%	.	2.7%	1.2	-0.2%	31.2[activator]
